HADH2 inh: blocks human hydroxyacyl-CoA dehydrogenase type II | Q99714 | recombinant HADH2, NADH fluorescence, beta-hydroxybutyryl-CoA | Potency, µM (series often up to 57.1 µM), inactives show top-dose activity change, negative = inhibition, actives largely listed as inhibitors | actives 3.4% (n = 73,000) | AID 886; note: potency is the fitted concentration of half-maximal effect; % is set by controls: 0 for no effect and ±100 for the full control effect; nearly all actives have a fitted effect of over 60% in size; many of its hits are not listed in these tables
Target sequence (Q99714 whole entry, looked up, one chain of several): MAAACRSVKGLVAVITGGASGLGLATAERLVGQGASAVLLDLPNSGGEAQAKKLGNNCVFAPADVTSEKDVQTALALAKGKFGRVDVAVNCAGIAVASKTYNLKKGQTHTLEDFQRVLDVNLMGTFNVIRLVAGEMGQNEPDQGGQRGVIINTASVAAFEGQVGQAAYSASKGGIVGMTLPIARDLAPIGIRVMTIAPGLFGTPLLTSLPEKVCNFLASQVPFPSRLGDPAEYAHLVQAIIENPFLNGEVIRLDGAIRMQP
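E. coli-expressed His-tagged HADH2 tested at 20 nM in alkaline Tris buffer (pH 9.0); oxidation of 90 uM beta-hydroxybutyryl-CoA with 1 mM NAD+ tracked fluorimetrically for 4 min.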
ERK AVP inh: inhibitors of vasopressin-stimulated ERK signaling pathway; HEK293-V1b, vasopressin-stimulated pERK AlphaScreen; actives 0.99% (n = 72,000); AID 995; Potency, µM (doses to about 57.5 µM), inactives show at the highest dose activity, negative = inhibition, usual class: inhibitors; note: potency is the fitted concentration of half-maximal effect; % is set by controls: 0 for no effect and ±100 for the full control effect; nearly all actives have a fitted effect of over 55% in size
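HEK293 cells stably expressing V1b receptor, preincubated 30 min at 37 °C with compound, then stimulated 5 min with 25 nM vasopressin. Phospho-ERK by AlphaScreen SureFire after 5 h RT; normalized to DMSO and vasopressin; AC50 by Hill fit.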
HBB splicing: hemoglobin beta splicing modulation | HBB splicing reporter cell assay, activation; EGFP reporter with mutant IVS2-654 intron; response scale: normalised to 500 nM splice-correcting PNA | Potency, µM (titrated, usually from 46.1 µM), without a hit: top-dose activation, usual class: activators | actives 0.06% (n = 65,000) | AID 925; note: potency is the fitted concentration of half-maximal effect; 0% is about no effect
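HeLa cells stably expressing EGFP interrupted by mutant beta-globin intron 2 (IVS2-654), 500/well in 2% FCS. Treated with compound for 2 days at 37C. Splicing correction scored as total well GFP intensity (488 nm excitation, 500-520 nm emission); 500 nM antisense PNA served as control.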
Tau filament bind: tau filament binding; Potency, µM (titrated, usually from 57.1 µM), for the others: at the top dose activity change, negative = inhibition; recombinant tau filaments, thioflavin S fluorescence, 15 h; filaments grown with octadecylsulfate alongside compound; actives 2% (n = 71,000); P10636;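 note: potency is the fitted concentration of half-maximal effect; % is set by controls: 0 for no effect and ±100 for the full control effect; actives lower thioflavin S fluorescence by blocking filaments or displacing dye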
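ThS-based fibril read: tau 1 uM final, inducer ODS 30 uM final, 37 C for 15 h, ex 450/em 510 nm.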
Hsp90 Hop PPI: changes Hsp90-Hop TPR2A binding signal, up or down | AlphaScreen TPR2A-His6 binding biotin-Hsp90 C-terminal peptide | Potency, µM (top dose mostly 57 µM), without a hit: at the highest dose activity change, negative = inhibition | actives 0.44% (n = 71,000) | AID 595; active = well fitted curve in either direction with a large enough effect; inconclusive = small, poorly fitted or top-dose-only effect, or another doubt; note: potency is the fitted concentration of half-maximal effect; % is set by controls: 0 for no effect and ±100 for the full control effect; many of its hits are not listed in these tables
Pol III holo inh: DNA polymerase III holoenzyme inhibition; reconstituted DNA polymerase III holoenzyme replication, biochemical; Potency, µM (titrated, usually from 57.1 µM), inactives show at the top dose activity change, negative = inhibition; actives 0.25% (n = 71,000); AID 603; note: potency is the fitted concentration of half-maximal effect; % is set by controls: 0 for no effect and ±100 for the full control effect
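Reconstituted *E. coli* holoenzyme (0.35 nM Pol III, 1 nM beta, 154 nM SSB, 2 nM primase) was preincubated with compound for 15 min at RT. Synthesis on 1.4 nM ssM13Gori ran 35 min, then was stopped with PicoGreen/EDTA and read as dsDNA fluorescence.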
Luciferase inh: firefly luciferase inhibition. purified firefly luciferase, luminescence, 8 min. Potency, µM (doses to about 57.1 µM), for the others: at the top dose activity change, negative = inhibition, usual class: inhibitors. actives 2.2% (n = 72,000). AID 411; note: potency is the fitted concentration of half-maximal effect; % is set by controls: 0 for no effect and ±100 for the full control effect; nearly all actives have a fitted effect of over 40% in size
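Firefly luciferase (PKLight detection mix) with 10 uM ATP in pH 7.2 imidazole buffer (KCl, MgCl2, Tween 20, BSA). Compounds tested across a concentration series (qHTS). Luminescence read after 8 min at ambient temperature.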
CRE-bla Fsk: modulators of forskolin-stimulated CRE signaling in CHO cells | CHO CRE-bla reporter (cAMP response element driving beta-lactamase), forskolin EC10, beta-lactamase ratio | Potency, µM (series often up to 38.2 µM), without a hit: at the top dose activity change, negative = inhibition, hits mostly activators | actives 2.5% (n = 71,000); active = well fitted activation curve with a large enough effect in the signal ratio, with a control signal flat, not every such curve was filed as active; inconclusive = small, poorly fitted or top-dose-only effect, or effect the other way, or a change in a side signal; the % refers to the signal ratio; note: potency is the fitted concentration of half-maximal effect; % of control where 0% means no effect
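Reporter-gene assay: CHO cells with beta-lactamase behind cAMP responsive elements, co-treated with compound and EC10 NKH 477 for 3 hours at 37 degrees Celsius. Activity came from the 460/530 nm CCF4 emission ratio.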
Rhodamine autofl: rhodamine region autofluorescence; max dye-equivalent concentration, M; actives 0.05% (n = 59,000); AID 594; Rhodamine-region fluorescence, 547/598 nm, Tris buffer; active compounds read high; in the data active = max dye-equivalent concentration above about 11 nM; inconclusive = between about 1.1 nM and that limit
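Intrinsic compound fluorescence, ex 547 / em 598 nm, CCD imager. Tris 100 mM pH 8.0; 15 min RT. Output = rhodamine dye-equivalent concentration at each compound concentration.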
15-hLO inh: inhibitors of human 15-lipoxygenase (ALOX15); AID 887; Potency, µM (highest dose often 57.1 µM), for the others: at the highest dose activity change, negative = inhibition, hits mostly inhibitors; actives 1.4% (n = 74,000); P16050; purified 15hLO-1, xylenol orange hydroperoxide absorbance; note: potency is the fitted concentration of half-maximal effect; % is set by controls: 0 for no effect and ±100 for the full control effect; nearly all actives have a fitted effect of over 55% in size
Target sequence (P16050 whole entry, looked up): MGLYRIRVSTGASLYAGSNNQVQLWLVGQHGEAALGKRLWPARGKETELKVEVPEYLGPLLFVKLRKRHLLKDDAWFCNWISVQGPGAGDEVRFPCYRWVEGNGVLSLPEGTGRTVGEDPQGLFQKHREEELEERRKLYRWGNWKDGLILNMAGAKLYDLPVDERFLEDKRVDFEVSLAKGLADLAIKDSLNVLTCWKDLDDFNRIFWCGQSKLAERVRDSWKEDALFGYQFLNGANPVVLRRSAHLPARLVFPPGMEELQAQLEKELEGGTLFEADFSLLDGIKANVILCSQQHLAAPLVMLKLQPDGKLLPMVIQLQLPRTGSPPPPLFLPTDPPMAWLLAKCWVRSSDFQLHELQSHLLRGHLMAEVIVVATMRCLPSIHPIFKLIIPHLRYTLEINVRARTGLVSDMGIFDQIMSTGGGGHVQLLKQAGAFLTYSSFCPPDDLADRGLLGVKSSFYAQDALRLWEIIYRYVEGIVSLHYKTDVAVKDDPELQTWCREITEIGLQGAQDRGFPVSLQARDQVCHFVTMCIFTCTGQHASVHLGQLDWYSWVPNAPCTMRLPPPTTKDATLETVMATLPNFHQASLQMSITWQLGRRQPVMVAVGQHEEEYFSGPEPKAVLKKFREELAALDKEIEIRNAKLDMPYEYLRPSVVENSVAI
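Purified human 15hLO-1 (40 nM) in 25 mM Hepes pH 7.5, 0.01% Triton X-100, preincubated 15 min RT with compound, then 50 uM arachidonic acid for 6 min. Hydroperoxide read by ferrous/xylenol orange, 30 min; 573/405 nm absorbance ratio gave progress.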
TexasRed autofl: compounds fluorescent in Texas Red spectral region. actives 0.06% (n = 59,000). AID 587. max dye-equivalent concentration, M. Compound fluorescence, Texas Red channel, 547/618 nm; active compounds read high; in the data active = max dye-equivalent concentration above about 10 nM; inconclusive = between about 1.1 nM and that limit
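Pin-transferred compounds and Texas Red standards go into 100 mM Tris buffer, pH 8.0. After 15 min at room temperature, plates are imaged with 547/618 nm filters. Each value is a dye-equivalent concentration derived from the per-plate dye curve.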
Numbers without * were called inactive; i = inactive; ? = inconclusive; nt = not tested or not shown; & = joins results of further samples; [ ] = another dose, or the depositor's remark. Unless noted, calls come from the whole dose curve; as a rule, active = well fitted curve in the direction sought with a large enough effect; inconclusive = small, poorly fitted or top-dose-only effect, or another doubt; inactive = no such curve, though single readings can be large; an effect the other way counts as inactive or inconclusive. The list is partial. The share of hits here may be higher or lower than overall.

Molecule	Hsp90 Hop PPI	CRE-bla Fsk	Pol III holo inh	15-hLO inh	HBB splicing	ERK AVP inh	Luciferase inh	HADH2 inh	TexasRed autofl	Tau filament bind	Rhodamine autofl
COC(=NC1CCCC1)C(O)c1c[nH]c2ccccc12 (centres undefined)	-6.6%	?	3.7%	-8.0%	-2.0%	35.2%[activator]	0.1%	-1.2%	i	0.9%	i
C[C@@H]1O[C@H](OC2[C@@H](O)[C@H](O)C(O)[C@H](O)[C@H]2O)[C@@H](N)C[C@@H]1N=C(N)C(=O)O (some centres undefined)	-1.3%[11 µM]	-5.1%[7.6 µM]	3.3%[11.4 µM]	0.6%[11.4 µM]	-0.2%[9.22 µM]	18.3%[11.5 µM]	3.3%[11.4 µM]	-0.1%[11.4 µM]	?	5.1%[11.4 µM]	i
O=c1[nH]cc(F)c(=O)[nH]1	-4.0%&-8.2%	1.0%&0.5%	0.6%&-2.1%	5.3%	?	-12.8%	1.9%	3.3%&10.7%	i	-4.8%&5.3%	i
c1ccc2c([C@@H]3CCN(CCN4CCOCC4)C3)c[nH]c2c1	-1.1%[11 µM]	-2.5%[7.6 µM]	-10.9%[11.4 µM]	-6.1%[11.4 µM]	-1.4%[9.22 µM]	19.4%[11.5 µM]	2.4%[11.4 µM]	-5.1%[11.4 µM]	i	-4.8%[11.4 µM]	i
O[C@@H]1CCCC[C@H]1N1CCC(c2ccccc2)CC1	-5.1%&-3.7%	-8.9%&2.1%	-17.9%&-5.9%	-5.0%&-24.8%	-1.8%&1.7%	-9.3%&-7.6%	?	7.1%&-12.2%	i	13.5%&-6.7%	i
CCN1CCC2(CCNC2)C1 (centres undefined)	-0.3%	?	-4.3%	-11.0%	-2.4%	9.9%	-14.6%	7.2%	?	1.7%	i
O=C(Oc1ccccc1)N1CCC[C@@]2(CCN(Cc3nccs3)C2)C1	-5.7%	3.3%	-5.1%	3.2%	1.9%	-13.3%	0.3%[11.4 µM]	-8.2%	i	2.3%	i
CCCN1CCc2cc(O)cc3c2[C@H]1Cc1ccc(O)c(O)c1-3	-25.2%	?	-4.0%	8.2%	0.9%	?	-10.6%	3.16µM*	i	25.1µM*	i
Nc1ccccc1C(=O)OCCOc1ccccc1	29.4%	-9.3%	-4.2%	-1.6%	-1.1%[0.369 µM]	17.6%	12.6µM*	2.3%	i	-17.3%	i
Cn1c(O)c(C=Nc2ccc3c(c2)CCC3)c(=O)n(C)c1=O	2.7%	?	-2.6%	-0.8%	-1.7%	-13.5%	-8.9%	13.0%	nt	4.6%	nt
N[C@H](CCP(=O)(O)O)C(=O)O	-3.8%&-8.2%&-7.8%	-2.2%&5.3%&7.1%	-1.4%&-10.6%&-2.0%	-11.8%&-21.6%[25.6 µM]	1.0%	27.0%&-14.7%	-3.3%&-6.7%&-2.2%	-0.5%&15.4%&9.8%	i	?	i
Cc1nc2ccccc2cc1C[N+]12CN3CN(CN(C3)C1)C2	-2.5%[11 µM]	-6.0%[7.6 µM]	-14.9%[11.4 µM]	8.4%[11.4 µM]	2.9%[9.22 µM]	-1.0%[11.5 µM]	1.6%[11.4 µM]	2.1%[11.4 µM]	?	9.9%[11.4 µM]	i
C/C=C1\C[C@H](C)[C@@](O)(CO)C(=O)OCC2=CCN3CC[C@@H](OC1=O)[C@@H]23	-2.6%[26 µM]	4.0%[17.1 µM]	0.2%[25.6 µM]	-23.7%[25.6 µM]	-0.2%[20.6 µM]	17.4%[25.7 µM]	14.1%[25.5 µM]	6.4%[25.6 µM]	i	-2.2%[25.6 µM]	i
CN1CC[C@@]2(CCCN(C(=O)Oc3ccccc3)C2)C1	-1.0%	-0.5%	-3.2%	-3.1%	0.2%	-19.2%	0.0%[11.4 µM]	7.7%	i	10.1%	i
COC(=O)c1ccc(CN2CCN(Cc3ccccc3)CC2)cc1	-1.8%	0.8%	2.9%	-15.2%	-1.2%	-26.5%	-3.6%	5.0%	nt	0.3%	nt
Cc1c(C(=O)N2CCC3(CC2)OCCO3)oc2ccccc12	-3.2%	-9.2%	-7.0%	0.5%	-2.1%	-2.7%	-1.3%	4.0%	?	4.7%	i
O=C1C2CCCN2C(c2cccs2)N1c1ccccn1 (centres undefined)	0.8%	13.2%	-0.7%	-7.9%	-0.8%	-1.8%	-1.3%	2.3%	i	-2.5%	i
O=C(c1cc2c(s1)CCCC2)N1CCC2(CC1)OCCO2	-6.3%	?	-3.8%	3.7%	-1.4%	-18.4%	-0.6%	6.3%	i	5.2%	i
CC(C)n1nnnc1CN1CCN(C)CC1	2.0%	-1.2%	-4.8%	6.3%	nt	14.7%	2.8%	-0.9%	i	-6.1%	i
O=C(Cc1ccccc1)N1CCN(Cc2c[nH]c3ccccc23)CC1	-3.0%	?	2.7%	-6.3%	-0.7%	4.5%	0.9%	-0.4%	?	-7.3%	i
COc1ccc(C=O)cc1	3.7%	8.7%	-8.3%	2.8%	-0.7%	12.2%	nt	2.0%	nt	4.0%	nt
C=CCn1c(O)c(C(C)=NCc2cc(OC)cc(OC)c2)c(=O)[nH]c1=O	-1.7%	?	-3.5%	1.6%	-3.1%[57.5 µM]	?	2.6%	5.1%	i	1.8%	i
O=C1NC(=O)N(C2CCCCC2)C(=O)C1C1c2ccccc2C(=O)N1Cc1ccccc1 (centres undefined)	-7.0%	0.3%	-8.8%	2.4%	0.5%	-8.3%	?	17.1%	i	-0.1%	i
O=C(O)Cc1ccc([N+](=O)[O-])cc1[N+](=O)[O-]	-3.2%[11 µM]	-12.9%[7.6 µM]	-1.8%[11.4 µM]	3.8%[11.4 µM]	3.5%[9.22 µM]	8.4%[11.5 µM]	1.0%[11.4 µM]	-6.9%[11.4 µM]	i	-2.5%[11.4 µM]	i
CCOC(=O)c1c(C)n(COCCO)c2ccc(O)cc12	-2.4%	?	-7.4%	2.5%	-1.3%[1.84 µM]	-3.3%	-2.8%	-1.8%	i	-1.4%	i
Cc1cccc(C2=NCC(=O)N(CC(=O)NCc3ccco3)c3sc4c(c32)CCCC4)c1	-16.0%	-16.3%	-0.7%	25.1µM*	-0.4%[57.5 µM]	5.5%	0.3%	-18.3%	i	48.0%	i
COc1ccn(C)c(=O)c1C#N	2.3%	?	-2.4%	0.7%&12.9%[25.6 µM]	2.0%[20.6 µM]	-9.6%	1.0%[11.4 µM]	-8.2%	i	?	i
CCCCCC[C@H]1C(=O)O[C@H](C)[C@H](NC(=O)c2cccc(NC=O)c2O)C(=O)O[C@@H](C)[C@H]1OC(=O)CC(C)C	-14.7%[26 µM]	6.7%[17.1 µM]	-18.2%[25.6 µM]	3.1%[25.6 µM]	1.4%[20.6 µM]	?	2.6%[25.5 µM]	-12.5%[25.6 µM]	i	-1.5%[25.6 µM]	i
Cc1cc(OCC(=O)Nc2cc(C)nn2-c2ccccn2)c2c3c(c(=O)oc2c1)CCC3	-3.2%	?	-5.0%	-3.2%	0.2%[57.5 µM]	-4.4%	2.3%	?	i	6.2%	i
CO[C@H]1C=C2CCN(C)[C@@H]2[C@@H]2c3cc4c(cc3C(=O)O[C@H]21)OCO4	-5.1%[26 µM]	-1.4%[17.1 µM]	-3.4%[25.6 µM]	2.5%[25.6 µM]	2.1%[20.6 µM]	12.5%[25.7 µM]	-3.1%[25.5 µM]	-8.4%[25.6 µM]	i	1.6%[25.6 µM]	i
O=C(Cc1ccccc1)OCc1ccccc1	7.7%	?	11.8%	1.4%	1.2%	44.5%[activator]	nt	1.8%	nt	6.1%	nt
O=C(CCS(=O)(=O)c1ccc(Br)cc1)N1CCC2(CC1)OCCO2	-4.5%	-6.3%	0.2%	0.7%	7.2%	4.7%	-0.6%	1.5%	i	3.1%	i
CC(C)CC(NC(=O)C1CCCCC1)C(=O)N1CCC2(CC1)OCCO2 (centres undefined)	-4.4%	?	0.0%	13.3%	-0.2%[0.369 µM]	-5.4%	-1.6%	12.2%	i	-1.8%	i
OCC1CO1 (centres undefined)	-1.7%	0.6%	4.7%	-0.5%	0.4%	5.1%	nt	2.0%	nt	-15.5%	nt
O=P(/C(=N/O)N1CCOCC1)(N1CCOCC1)N1CCOCC1	-1.6%	9.3%	-5.2%	2.5%	-3.1%[57.5 µM]	0.9%	-1.3%	8.0%	i	-6.9%	i

Screens: PubChem, National Center for Advancing Translational Sciences (NCATS)
